Screens deposited in PubChem BioAssay by Broad Institute.
DENV2 CPE rescue = DENV2-induced cell death inhibition; DENV2-infected cells, cytopathic effect rescue, plate reader; CPE inhibition, % at 9.99 µM; 350,000 compounds, 1.7% hits; in the data active = CPE inhibition above about 20%, passing the limit was not always enough; inconclusive = no clear call, values can overlap the other calls; tested in BHK-21 cells;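 note: 0% = median of neutral control wells and 100% = median of positive control wells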
PAX8 inh HTS = PAX8 transcriptional activity inhibition; RMG-I TPO-luciferase reporter, SteadyGlo, 24 h; inhibition, % at 12.6 µM; 360,000 compounds, 1.2% hits; AID 652154;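 active = mean replicate inhibition at least 60% with every replicate also reaching 60%; inconclusive = only one of the two criteria is met; inactive = mean below 60% and not all replicates reaching 60%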;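 note: luciferase light reporting Pax8 driven TPO promoter activity; plate controls were median of neutral control wells for no effect and mitoxantrone controls for full effect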
LGR2 inh = inhibitors of bursicon-induced Drosophila LGR2 receptor cAMP signaling; HEK293 LGR2, CRE-luciferase, bursicon-stimulated, 4 h; inhibition, % at 9.99 µM; 380,000 compounds, 0.35% hits;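 active = drop in luminescence signal, shown as inhibition above about 50% in the replicate tests, limit read from the data, passing the limit was not always enough; inconclusive = probably only some replicates passing the limit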;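 note: agonist challenge used bursicon conditioned medium at about half maximal strength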
SIRT5 inh = inhibitors of human sirtuin-5 desuccinylase | Purified SirT5, succinyl-peptide AMC, trypsin-coupled fluorescence | AID 652115 | 330,000 compounds, 1.1% hits | inhibition, % at 15 µM; in the data active = inhibition above about 15%; inconclusive = no clear call, values can overlap the other calls
Target sequence (Q9NXA8 whole entry, looked up): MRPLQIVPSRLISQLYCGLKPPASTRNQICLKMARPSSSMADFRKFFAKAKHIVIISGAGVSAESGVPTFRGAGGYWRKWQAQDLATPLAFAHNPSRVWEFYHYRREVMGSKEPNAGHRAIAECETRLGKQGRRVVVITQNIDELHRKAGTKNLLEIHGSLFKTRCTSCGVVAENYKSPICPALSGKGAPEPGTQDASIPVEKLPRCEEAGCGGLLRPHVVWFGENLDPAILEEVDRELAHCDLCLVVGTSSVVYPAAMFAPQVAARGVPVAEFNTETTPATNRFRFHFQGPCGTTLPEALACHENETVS
ARNT TACC3 PPI = disrupts binding between human ARNT and TACC3 | Q9Y6A5 | AlphaScreen His-ARNT PAS-B/GST-TACC3 binding, luminescence; TACC3 fragment carries E629A point mutation | inhibition, % at 9.99 µM | 390,000 compounds, 0.66% hits;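 active = mean inhibition of replicates at least 50% and at least half of replicates each reaching 50%; inconclusive = half or more replicates reach 50% but mean below 50%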;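 note: 0% = complete ARNT plus TACC3 wells and 100% = ARNT alone without TACC3; many hits fall short of the cut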
Casp6 inh = caspase-6 (human) enzyme inhibition; P55212; purified caspase-6, Z-VEID-R110 cleavage fluorescence; inhibition, % at 12.5 µM; 350,000 compounds, 0.53% hits; AID 686996;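 active = mean inhibition across replicates at least about 35%, with every replicate also reaching that limit, limit read from the data; inconclusive = only one of the two criteria met; inactive = neither criterion met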;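 note: 0% = median of neutral control wells and 100% = no fluorescence left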
Target sequence (P55212 24-179 limits assumed): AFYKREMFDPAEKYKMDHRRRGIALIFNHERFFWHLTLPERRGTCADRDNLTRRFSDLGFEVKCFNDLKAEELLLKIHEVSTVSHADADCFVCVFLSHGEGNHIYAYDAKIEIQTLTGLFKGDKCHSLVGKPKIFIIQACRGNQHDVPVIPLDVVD
Target sequence (P55212 194-293 limits assumed): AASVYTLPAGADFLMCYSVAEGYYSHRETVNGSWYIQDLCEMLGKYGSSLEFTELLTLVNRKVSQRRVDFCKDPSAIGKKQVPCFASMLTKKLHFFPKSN
EWS-Fli block = blocks EWS/Fli oncoprotein-driven transcription. A673 NR0B1-luciferase reporter, viability-normalised. inhibition, % at 12.6 µM. 350,000 compounds, 0.67% hits;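 active = mean inhibition of at least 50% after viability correction, with every replicate also passing that limit; inconclusive = mean reaches 50% but only one of two replicates passes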;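 note: firefly luciferase signal divided by Alamar Blue viability fluorescence both relative to DMSO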
* hit, by the source's call; ? = inconclusive; / = not tested or not shown.

SMILES	DENV2 CPE rescue	PAX8 inh HTS	LGR2 inh	SIRT5 inh	ARNT TACC3 PPI	Casp6 inh	EWS-Fli block
Cn1c(NCc2ccncc2)nc2cc(-c3ccsc3)sc2c1=O	2.9	-42.6	-32.4	-0.4	/	-0.1	-45.0
Cc1ccc(CC2C(=O)N(c3cc(C)ccc3C)C(=O)C2C)cc1 (configuration not stated)	3.4	-14.7	-3.3	-1.3	-16.1	2.4	4.4
CN(C)C(=O)[C@@H]1[C@@H](CO)[C@@H]2Cn3c(cccc3=O)[C@H]1N2CC1CCCC1	-8.5	-3.0	2.7	-1.6	/	-0.3	/
CS(=O)(=O)N1CCC(C(=O)Nc2cc(Cl)ccc2Cl)CC1	0.9	-3.0	8.0	1.5	0.9	/	0.1
CN(C)CCNC(=O)C(=O)NCC1OCCN1S(=O)(=O)c1ccc(F)cc1 (configuration not stated)	-2.3	1.0	-9.3	/	/	-117.5	-3.0
Cc1cc(N2C(=O)C(=O)/C(=C(/O)c3ccccc3)C2c2cccc(Br)c2)no1 (configuration not stated)	-2.7	-12.7	19.8	2.4	-6.6	-1.5	4.1
O=[N+]([O-])c1ccc2c(c1)nc1n2CCSC1	5.8	-13.2	9.7	3.6	-0.9	2.6	2.8
COc1ccc(C(=O)Nc2ccc(Br)cn2)cc1S(=O)(=O)N1CCOCC1	5.1	26.9	3.5	-0.2	21.1	1.8	4.7
O=C(Cn1nnc(-c2cccc(C(F)(F)F)c2)n1)NNS(=O)(=O)c1cccc(C(F)(F)F)c1	0.4	0.5	-7.4	-0.4	-6.6	-3.8	3.9
CCC(=O)N(C)C[C@@H]1Oc2cc(C#Cc3ccncc3)ccc2S(=O)(=O)N([C@@H](C)CO)C[C@H]1C	8.5	/	14.7	6.0	0.3	2.3	-1.5
Cc1cc(C)c(S(=O)(=O)N2CCCC2)c(C)c1	4.5	-8.1	13.4	-0.1	-6.8	2.6	0.6
CCN1C(C)=C(C)S/C1=C1\SC(=S)N(NC(C)=O)C1=O	-4.6	-4.1	-27.1	-0.2	-8.2	0.4	-19.7
CC1=C(C(=O)N2CCCC(N3CCN(c4ccccc4F)CC3)C2)OCCO1 (configuration not stated)	-2.7	6.7	-5.7	-1.5	1.5	-0.3	-7.3
COc1cc2c(C(=O)N3CCOCC3)c(CSc3ccccc3)n(C)c2cc1Br	-3.1	25.6	2.4	2.5	36.0	5.1	17.6
Cc1cc(C)c(S(=O)(=O)c2cccc(Br)c2C)c(=O)[nH]1	-6.0	-8.1	2.0	1.7	9.8	-0.5	0.1
Cc1cc(C)n2cc(CSc3nncn3C)nc2n1	4.6	10.9	21.0	-6.8	0.1	0.4	-1.9
C[C@H]1CN([C@@H](C)CO)C(=O)c2cccc(NC(=O)c3ccc(-c4nccs4)cc3)c2O[C@H]1CN(C)Cc1ccc(Cl)c(Cl)c1	3.4	/	6.0	10.7	26.6	3.3	10.3
Nc1ncnc2c1ncn2C1CCCC(CO)O1 (configuration not stated)	-0.6	3.3	6.4	-2.4	-13.4	-2.1	-6.5
COc1ccccc1CNC(=O)CCCC(=O)n1nc(C)c2ccccc21	0.9	-9.7	-26.8	1.5	-6.0	3.8	0.1
O=S(=O)(c1ccccc1)N1N=C(c2ccccc2)CC1c1ccccc1 (configuration not stated)	-0.9	24.8	-16.2	-1.8	-2.0	-2.3	4.9
CC(C(=O)N1CCN(Cc2ccc3c(c2)OCO3)CC1)n1cc([N+](=O)[O-])cn1 (configuration not stated)	4.1	4.0	-0.4	-1.1	-9.7	-1.9	-3.0
O=S(=O)(Cc1cc(-c2ccccc2)no1)c1ccccc1	-5.6	-125.2	-47.4	-4.8	2.0	-3.9	-104.7
COc1ccc(/C=C/CN2CCC(Oc3ccc(C(=O)N4CCCCC4)cc3)CC2)cc1	5.5	-23.7	-3.1	-1.5	6.1	-1.4	/
CC(Oc1cc2oc(=O)c3c(c2cc1Cl)CCCC3)C(=O)NCc1ccncc1 (configuration not stated)	-3.3	12.3	-4.1	1.3	-16.5	1.9	-0.5
Cc1oc2c(CN3CCC(C)CC3)c(O)ccc2c(=O)c1-c1ccccc1	10.1	2.5	-15.5	-20.2	-7.5	-1.2	-14.5
COCC1CCCN(Cc2nc(-c3ccc4c(c3)OCO4)no2)C1 (configuration not stated)	-6.8	-97.4	-30.2	0.6	2.4	-1.1	-51.0
CC(=O)N1CCCc2cc(S(=O)(=O)N3CCCC(C(=O)NCc4ccc(Cl)cc4)C3)ccc21 (configuration not stated)	17.7	33.6	-4.6	-0.9	-8.5	-7.4	/
COc1ccc(NC(=O)N2CCCCN3[C@@H](CO)[C@@H](c4ccc(C#Cc5ccccn5)cc4)[C@@H]3C2)cc1	-8.9	-23.7	3.3	0.7	14.9	1.7	-6.4
O=C(Nc1ccc(S(=O)(=O)NCc2ccco2)cc1)c1cccc(F)c1	12.9	12.3	-4.3	/	19.5	0.4	-3.9
CC1(C(=O)O)CCCN1C(=O)c1cccc2ccccc12 (configuration not stated)	3.5	5.2	-2.5	/	/	-0.1	-5.9
C[C@H](NC(=O)C[C@@H]1C[C@@H]2c3cc(NS(=O)(=O)c4ccc(F)cc4)ccc3O[C@@H]2[C@@H](CO)O1)c1ccccc1	2.9	-8.1	2.0	1.8	/	-2.2	-5.3
O=C(NCc1ccc(F)cc1)C1CCN(S(=O)(=O)N2CCCC2)CC1	-7.6	-2.0	5.7	-1.0	-4.3	-0.6	-5.5
COc1ccc(NC(=O)Nc2cccc3c2O[C@@H](CN(C)C(=O)NC2CCCCC2)[C@H](C)CN([C@@H](C)CO)C3=O)cc1	-0.5	-17.2	1.3	-1.5	-11.1	-0.7	-3.3
COc1ccc(NC(=O)CSCC(=O)Nc2cc(Cl)ccc2N2CCCC2)cc1	4.6	6.7	13.7	-4.2	4.3	-20.2	1.4
CC(=O)c1c(C)[nH]c(=S)c(C#N)c1-c1ccc(Cl)cc1	5.8	-17.0	-6.1	-2.1	/	-1.3	0.7
O=C(c1cccnc1)C1CCCN(Cc2nc(Cc3ccccc3F)no2)C1 (configuration not stated)	1.5	45.9	-5.1	-0.6	-3.1	-5.3	5.8
COc1ccc(CN(C)C[C@H]2Oc3ccc(NC(=O)Cc4cn(C)c5ccccc45)cc3CC(=O)N([C@@H](C)CO)C[C@H]2C)cc1	0.1	-1.9	2.4	-2.6	1.5	2.4	0.8
N#CCCn1cc(C(=O)N2CCCCC2)c(-c2cccc([N+](=O)[O-])c2)n1	/	9.2	-1.1	-1.5	-2.3	0.7	0.8
Cc1ccc(N(CC(=O)NCc2ccco2)C(=O)CNS(=O)(=O)c2ccccc2)c(C)c1	5.8	-8.6	9.3	-0.2	-4.0	0.2	1.1
COc1ccc(CC(=O)Nc2cc(S(=O)(=O)N3CCOCC3)ccc2N2CCCC2)cc1	-1.8	-0.3	3.5	/	/	0.7	-6.6

Three entries already listed, arranged by SMILES length, lowest first.
SMILES	DENV2 CPE rescue	PAX8 inh HTS	LGR2 inh	SIRT5 inh	ARNT TACC3 PPI	Casp6 inh	EWS-Fli block
COc1ccc(NC(=O)CSCC(=O)Nc2cc(Cl)ccc2N2CCCC2)cc1	4.6	6.7	13.7	-4.2	4.3	-20.2	1.4
COc1ccc(/C=C/CN2CCC(Oc3ccc(C(=O)N4CCCCC4)cc3)CC2)cc1	5.5	-23.7	-3.1	-1.5	6.1	-1.4	/
C[C@H](NC(=O)C[C@@H]1C[C@@H]2c3cc(NS(=O)(=O)c4ccc(F)cc4)ccc3O[C@@H]2[C@@H](CO)O1)c1ccccc1	2.9	-8.1	2.0	1.8	/	-2.2	-5.3

Going on with the list:
SMILES	DENV2 CPE rescue	PAX8 inh HTS	LGR2 inh	SIRT5 inh	ARNT TACC3 PPI	Casp6 inh	EWS-Fli block
COc1ccccc1C(=O)C1CCCN(C(=O)c2ccc3c(c2)OCCO3)C1 (configuration not stated)	-4.9	-19.6	-24.2	-3.0	-2.4	2.1	-7.4
Cc1oc2c(C)c3oc(=O)c(CC(=O)N[C@@H](CC(C)C)C(=O)N[C@@H](Cc4ccccc4)C(=O)O)c(C)c3cc2c1C	14.0	/	/	6.2	2.6	-2.3	-0.6
O=C(COC(=O)c1ccc(Cl)nc1)NCCc1ccccc1	0.2	8.6	17.8	-1.7	-3.6	4.1	-5.7
O=C(CN1CCN(S(=O)(=O)c2ccccc2)CC1)Nc1ccc2c(c1)CCC2	-1.8	12.7	-12.6	-1.5	-5.0	0.0	-13.7
COc1ccc(CCNC(=O)CN2c3cccc4cccc(c34)S2(=O)=O)cc1OC	9.3	4.5	-19.3	-3.0	-4.1	/	/
Cc1ccc(C)c(NC(=S)NCC(c2ccccc2)N(C)C)c1 (configuration not stated)	0.6	-2.7	9.6	0.1	1.7	1.5	3.2
CCn1c2c(c(=N)c3c1CCC3)CCC2	0.7	13.3	-8.3	-5.5	/	-3.4	13.3
COc1ccc(-n2nc3c(N4CCC(C(=O)N5CCC(C)CC5)CC4)nnc(C)c3c2C)cc1	0.1	34.6	-1.4	-3.2	6.3	-2.6	12.9
C[C@@H]1CCCCO[C@@H](CN(C)C(=O)Nc2ccc(C(F)(F)F)cc2)[C@H](C)CN([C@@H](C)CO)C(=O)c2cc(NC(=O)NC3CCCCC3)ccc2O1	8.5	32.1	2.1	9.4	3.6	-1.5	6.5
COc1cccc(NC(=O)C2C3C=CC4(O3)C2C(=O)N(CCCN2CCC(C)CC2)C4C(=O)NC2CCCCC2)c1 (configuration not stated)	-1.8	-8.6	-3.1	0.1	-2.5	-5.3	4.8
Cc1ccccc1S(=O)(=O)NC(=O)C1(C)CCN1C(=O)Cc1cccs1 (configuration not stated)	-10.6	-11.0	0.7	/	/	1.1	-3.1
O=C(CCCNC(=O)c1ccc(Cl)cc1)NCc1ccccc1F	-2.5	4.0	25.4	0.5	-4.6	/	3.3
Cc1ccc(NC(N)=S)cc1C	3.8	24.9	-7.5	-1.9	/	0.7	12.5
CN1CCCC2(CCCN(Cc3nc(Cc4cccc(C(F)(F)F)c4)no3)C2)C1 (configuration not stated)	?	7.4	10.3	-0.5	6.4	-1.7	9.9
O=[N+]([O-])c1ccc2nc(C(O)C(O)c3nc4ccc([N+](=O)[O-])cc4[nH]3)[nH]c2c1 (configuration not stated)	8.5	-2.4	-2.1	99.8*	6.0	-1.0	4.2
C[C@H](CO)N1C[C@H](C)[C@@H](CN(C)C(=O)Nc2ccc3c(c2)OCO3)OCCCC[C@H](C)Oc2ccc(NS(=O)(=O)c3cn(C)cn3)cc2C1=O	3.9	/	23.3	-0.7	5.4	-1.2	-1.2
Nc1c(C(=O)N/N=C/c2ccc(OCc3ccccc3)cc2)cnn1-c1ccccc1	-4.3	5.3	-2.6	-2.9	-3.1	3.1	-11.7
Cc1noc(C)c1NC(=O)Nc1ccc2c(c1)CC(=O)N([C@H](C)CO)C[C@H](C)[C@@H](CN(C)Cc1ccc(C(F)(F)F)cc1)O2	-4.1	13.7	-6.3	/	/	-0.8	12.2
CO[C@@H]1CC[C@H]2CCN(C)C(=O)CCCN(C)C(=O)c3cc(C#N)ccc3OC[C@H]1O2	12.6	4.2	2.5	-9.5	-5.0	2.8	-5.0

In the list so far, 4 have a CF3 group.
SMILES	DENV2 CPE rescue	PAX8 inh HTS	LGR2 inh	SIRT5 inh	ARNT TACC3 PPI	Casp6 inh	EWS-Fli block
O=C(Cn1nnc(-c2cccc(C(F)(F)F)c2)n1)NNS(=O)(=O)c1cccc(C(F)(F)F)c1	0.4	0.5	-7.4	-0.4	-6.6	-3.8	3.9
C[C@@H]1CCCCO[C@@H](CN(C)C(=O)Nc2ccc(C(F)(F)F)cc2)[C@H](C)CN([C@@H](C)CO)C(=O)c2cc(NC(=O)NC3CCCCC3)ccc2O1	8.5	32.1	2.1	9.4	3.6	-1.5	6.5
CN1CCCC2(CCCN(Cc3nc(Cc4cccc(C(F)(F)F)c4)no3)C2)C1 (configuration not stated)	?	7.4	10.3	-0.5	6.4	-1.7	9.9
Cc1noc(C)c1NC(=O)Nc1ccc2c(c1)CC(=O)N([C@H](C)CO)C[C@H](C)[C@@H](CN(C)Cc1ccc(C(F)(F)F)cc1)O2	-4.1	13.7	-6.3	/	/	-0.8	12.2
